# VHR inh color: VHR1 (DUSP3) phosphatase inhibition; 50,000 compounds, 0.7% hits; recombinant VHR phosphatase, colorimetric substrate read-out; P51452; inhibition, % at 20 µM; in the data active = inhibition above about 60%; also: some results filed as inactive read as strong as hits
# Target sequence (P51452 whole entry, looked up): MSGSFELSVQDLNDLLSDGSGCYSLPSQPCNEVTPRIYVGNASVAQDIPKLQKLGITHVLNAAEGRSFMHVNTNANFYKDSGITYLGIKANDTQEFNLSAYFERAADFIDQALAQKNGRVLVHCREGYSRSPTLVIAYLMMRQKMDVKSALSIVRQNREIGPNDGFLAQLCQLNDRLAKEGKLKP
# * = called active by the depositor. This is a subset (hit frequency here may not be typical).
SMILES,VHR inh color
CC(=O)OC(OC(C)=O)C12C=CC(O1)C1C(=O)N(c3cc(C(F)(F)F)ccc3Cl)C(=O)C12 (centres undefined),-9
Cc1cc(/C=N/NC(N)=O)c(C)n1-c1ccc(N(C)C)cc1,8
Cc1nc(C)c(C(=O)/C=C(\O)C(=O)O)o1,14
O=C(NC(=S)Nc1ccc2oc3ccccc3c2c1)c1ccccc1,7
O=S(=O)(NCC(c1ccccc1)N1CCNCC1)c1ccccc1 (centres undefined),-8
N#C/C(=C\Nc1ccc(S(=O)(=O)Nc2nccs2)cc1)c1nc(-c2ccc(Cl)cc2)cs1,-23
Cc1ccc(OCc2nnc(NC(=O)Nc3ccc(Cl)c(Cl)c3)s2)cc1,-10
CCOC(=O)Cc1csc(NC(=O)COc2ccc(-c3ccccc3)cc2)n1,-11
Cc1cc(OCC(=O)Nc2c(C)cc(Br)cc2C)ccc1Cl,4
CCOc1cc(/C=C2/SC(=S)N(C)C2=O)cc(Br)c1OCCOc1cccc(C)c1,14

# A run of entries taken from the entries so far, as a working copy:
SMILES,VHR inh color
CC(=O)OC(OC(C)=O)C12C=CC(O1)C1C(=O)N(c3cc(C(F)(F)F)ccc3Cl)C(=O)C12 (centres undefined),-9
Cc1cc(/C=N/NC(N)=O)c(C)n1-c1ccc(N(C)C)cc1,8

# (next part)
SMILES,VHR inh color
Cc1cccc(C(=O)NNC(=O)c2ccc(O)cc2O)c1,10
O=c1/c(=C/c2cn(CCOc3ccc(Br)cc3)c3ccccc23)sc2nc3ccccc3n12,-1
Cc1cc(=O)oc2cc(OC(=O)c3ccccc3)cc(OC(=O)c3ccccc3)c12,1
COc1cc(/C=N/NC(N)=O)ccc1OCC(=O)N1CCCCC1,-16
COc1ccc(Cl)cc1C(=O)Nc1cccc(C)c1,-13
Cc1cc(NC(=O)c2cc3nc(-c4ccccc4)cc(-c4ccccc4)n3n2)no1,-41
COc1ccc(/C(C)=N/NC(=O)c2n[nH]c3c2CCCC3)cc1OC,-9
Cc1cccc(N2C(=O)C3C(C2=O)N2C(c4ccco4)C4C(=O)N(c5cccc(C)c5)C(=O)C4N2C3c2ccco2)c1 (centres undefined),9
CCCCOc1ccc(NC(=O)c2cc3cc(Br)ccc3oc2=O)cc1,-11
O=C(COc1ccccc1[N+](=O)[O-])Nc1ccc(Cc2ccncc2)cc1,5

# Some of the entries so far, tab-delimited.
Compound	VHR inh color
Cc1cc(=O)oc2cc(OC(=O)c3ccccc3)cc(OC(=O)c3ccccc3)c12	1
CCCCOc1ccc(NC(=O)c2cc3cc(Br)ccc3oc2=O)cc1	-11
COc1ccc(/C(C)=N/NC(=O)c2n[nH]c3c2CCCC3)cc1OC	-9

# Following part.
SMILES,VHR inh color
CCOc1ccc(/C=C2/SC(=S)NC2=O)c(OCC)c1,-25
CCOC(=O)CNC(=O)CN1CC1C(=O)OCC (centres undefined),0
O=C(CN(c1cccc(Cl)c1)S(=O)(=O)c1ccccc1)N1CCc2ccccc2C1,-18
O=C(/C=C/c1cccc([N+](=O)[O-])c1)Nc1ccc(N2CCOCC2)cc1,-4
Cc1nnc(NC(=O)c2ccc(Oc3ccccc3)cc2)s1,-12
COc1ccc(NC(=O)Cc2ccc(Br)cc2)cc1,1
NS(=O)(=O)c1cccc(NC(=O)Cc2ccccc2)c1,-16
O=C(Nc1cc(Oc2ccccc2)cc([N+](=O)[O-])c1)c1cccc(Cl)c1,8
Clc1ccc(-c2ncnn2-c2ccccc2Cl)cc1,-2
CSc1nc2sc3c(c2c(=O)[nH]1)CCCC3,7
COc1ccccc1NC(=O)C1=C(C)NC(=O)NC1c1ccccc1F (centres undefined),-4
N#C/C(=C/c1ccc(-c2ccc(S(N)(=O)=O)cc2)o1)C(=O)Nc1ccccc1,16
Cc1cc2nc(-c3ccc(C)c(NC(=O)c4ccc([N+](=O)[O-])cc4)c3)oc2cc1C,-7
CCOC(=O)c1c(C)oc2ccc(NS(=O)(=O)c3cc(Cl)ccc3Cl)cc12,22
N#CC1=C(N)Oc2cc(N)ccc2C1C1CCCCC1 (centres undefined),9
COc1cc(C2C3=C(CC(C)(C)CC3=O)NC3=C2C(=O)CC(C)(C)C3)ccc1OCc1ccc(Cl)cc1,-4
CNC(=O)c1c(NC(C)=O)sc2c1CCCCC2,0
COc1cc(/C=C2/SC(=S)N(C)C2=O)ccc1OCCOc1ccc(Br)cc1,-25
CCn1c(SCC(=O)N/N=C/C=C/c2ccccc2)nc2ccccc21,-10
CN1CCN(Cn2c(O)c(N=NC(=O)c3cccnc3)c3ccccc32)CC1,-3
CCn1c(=O)c(-c2nc3ccccc3[nH]2)c(O)c2ccccc21,-16
COc1ccc(OC)c(/C=C2/C=C(c3cccc4ccccc34)OC2=O)c1,-42
CCOC(=O)C1=C(C)N=c2s/c(=C\c3ccc([N+](=O)[O-])cc3)c(=O)n2C1c1ccccc1 (centres undefined),-15
COc1cccc(C(=O)N2CCN(C(=O)c3cccc(Cl)c3)CC2)c1,-2
O=c1oc(-c2ccccc2Cl)nc2c1cnn2-c1ccccc1,-8
O=C1S/C(=C\c2cccs2)C(=O)N1c1ccccc1,-4
O=C1c2ccccc2-n2c1cc(C=Nc1ccc(Cl)cc1)c2O,-23
COc1ccc(CCN=CC2=C(O)CC(c3ccccc3)CC2=O)cc1OC (centres undefined),2
CCc1cc2c(C)cc(=O)oc2cc1OC(=O)c1ccccc1,3
CCOC(=O)/C(C#N)=C/c1ccc(OCc2c(C)no[n+]2[O-])cc1,9
COc1ccccc1-n1cnc2cc(NC(C)=O)ccc21,-6
COc1ccc(CCN(C(=O)CCC(=O)O)C2CC(=O)N(c3cccc(Cl)c3)C2=O)cc1 (centres undefined),-8
O=C(NN1C(=O)c2ccc(C(=O)c3ccc4c(c3)C(=O)N(NC(=O)c3ccncc3)C4=O)cc2C1=O)c1ccncc1,-16
O=C1C(Cl)=C(c2ccc(Cl)cc2)C(=O)N1c1ccc([N+](=O)[O-])cc1,5
CN(C)/C=C/C=C/C=C1\CCC/C(=C\C=C\N(C)C)C1=O,12
COc1ccc(/C=C/C(=O)c2c(C)nc3ccc(Cl)cc3c2-c2ccccc2)cc1OC,-9
COC(C)(C)CNS(=O)(=O)c1ccc(C)cc1,-6
O=c1oc(-c2sc3ccccc3c2Cl)nc2ccccc12,79
CCOc1ccc(NC(=O)C2=C(C)NC(=O)NC2c2ccc(O)c(OC)c2)cc1 (centres undefined),-19
COc1ccc2ccccc2c1/C=N/NC(=O)c1cccc(Cl)c1,9
CCOc1cc(C(=O)NC2CC2)cc(OCC)c1OCC,-54
COc1ccc(N2CC(C(=O)N/N=C/c3ccc(F)cc3)CC2=O)cc1 (centres undefined),-7
COc1cc(/C=N/Nc2ccc([N+](=O)[O-])cc2)ccc1OC(C)=O,-2
CCC(CC)C(=O)N1c2ccc(F)cc2CCC1C (centres undefined),-10
CCOC(=O)c1sc(N/N=C/c2ccccc2O)nc1C,-7
Cc1ccc2oc(-c3ccc(Cl)c(NC(=O)c4ccc([N+](=O)[O-])o4)c3)nc2c1,14
Clc1ccc(COCc2nc3ccccc3n2Cc2ccc(Cl)cc2)cc1,-21
Nc1ccc(Oc2ccc(N)c(N)c2)cc1N,75*
CCOc1cc(C(=O)Nc2ccc(O)c(-c3nc4ccccc4s3)c2)cc(OCC)c1OCC,-30
O=C(CSc1ccncc1)OCc1ccc([N+](=O)[O-])cc1,-16

# Next compounds:
SMILES,VHR inh color
O=C(N1CCN(c2ccccc2)CC1)C(O)(c1ccccc1)c1ccccc1,20
CCOC(=O)c1cnn2c1NC1=C(CCc3ccccc31)C2C(F)(F)F (centres undefined),-1
CCN(CC)CC(O)Cn1c2c(c3cc(C)ccc31)CCCC2=O (centres undefined),4
COC(=O)c1cc(NC(=O)C(C)Oc2ccc(Cl)cc2C)cc(C(=O)OC)c1 (centres undefined),-19
Cc1cc([N+](=O)[O-])ccc1-c1ccc(C(=O)Nc2cc(Cl)cc(Cl)c2)o1,-7
CCc1ccc(C(=O)O/N=C(\N)c2ccccn2)cc1,-13
CCOC(=O)c1c(NC(=O)c2cc(OC)c(OC)c(OC)c2)sc2c1CCC(C)C2 (centres undefined),-35
COc1cc(/C=C2\SC(N)=NC2=O)cc(OC)c1,-6
Cc1cccc(NC(=O)c2cc3ccccc3oc2=O)n1,-10
Cc1ccc(C2C(=O)c3ccccc3C2=O)c(C)c1C,0
COc1ccc(S(=O)(=O)Nc2ncccc2Cl)cc1,-21
CC1(C)CC(=O)C=C(Nc2ccc3c(c2)CCC3)C1,11
COc1ccc(Br)cc1C(=O)Nc1ccccc1O,4
CC(=O)O/N=C1\Sc2ccccc2C1=O,-6
O=C(O)c1ccc(S(=O)(=O)c2ccc3c(c2)C(=O)N(c2ccc(O)c(C(=O)O)c2)C3=O)cc1,9
Cc1ccc(C(=O)N/C(=C/c2ccc(-c3ccc(Cl)cc3)o2)C(=O)NC(C)C)cc1,3
C[n+]1ccc2c(c1)ncn2Cc1ccccc1,-2
CC(C)=C1C2C=CC1C1C(=O)NC(=O)C21 (centres undefined),-23
Cc1cc2c(cc1C)-c1nnc(-c3ccco3)n1C(C)(C)C2,-18
O=C1c2ccccc2C(=O)N1c1ccc2nc(SCc3ccc([N+](=O)[O-])cc3)sc2c1,-11
CN1C(=O)C(=Cc2ccc(-c3cc([N+](=O)[O-])ccc3O)o2)C(=O)N(C)C1=O,12
O=C(c1cccc(I)c1)N1CCN(c2ccccn2)CC1,-18
COc1ccc2c(c1)C(=O)/C(=C/c1cccc(I)c1)CC2,-8
CC(C)Cc1ccc(C(C)C(=O)Nc2ccc(O)cc2)cc1 (centres undefined),30
COc1ccccc1-n1c(Cc2ccccc2)nc2ccccc2c1=O,-5
COc1ccc(C(=O)Nc2cc(Cl)ccc2Cl)cc1NC(=O)C(c1ccccc1)c1ccccc1,-6
Cn1cc(C(=O)N/N=C/C=C(\Br)c2ccccc2)ccc1=O,-26
COc1ccc(COc2ccc3c(C)cc(=O)oc3c2)cc1,0
COc1cc(N/N=C/c2ccncc2)ncn1,-33
COc1ccc(-c2nn(-c3ccccc3)cc2/C=C/C(=O)c2ccccc2)cc1Br,-4
COC(=O)C(=C/C=C/N(C)C)C(=O)OC,-2
N#Cc1cccc(N=Cc2ccc(OCc3ccccc3)cc2)c1,-9
O=C(NC(=S)N1CCCCCC1)c1ccc(Br)cc1,-14
Cc1cccc(OCc2nc(-c3ccc([N+](=O)[O-])cc3)no2)c1,9
CC1=C(C(=O)OC(C)C)C(c2ccc(O)c([N+](=O)[O-])c2)C2=C(CC(C)(C)CC2=O)N1 (centres undefined),-2
COc1ccc(NC(=O)CC2CCC2)cc1,6
O=C1CC(c2cccs2)c2ccc3ccccc3c2N1 (centres undefined),-15
Cc1nn(-c2ccccc2)c(C)c1/C=N/NC(=O)CSc1nc2ccccc2[nH]1,11
CCOC(=O)C(C(C)=O)c1cc(NS(=O)(=O)c2ccc(C)cc2)c2ccccc2c1NS(=O)(=O)c1ccc(C)cc1 (centres undefined),4
COc1ccc(C=NCC2OCCc3ccccc32)c(OC)c1 (centres undefined),-16
Cc1nc(-c2ccccc2)nc2nc(-c3ccccc3)nc(C)c12,2
CC(=O)N(C)c1ccc(NC(=O)c2cccs2)cc1,-27
O=C(CCN1C(=O)S/C(=C\c2ccccc2)C1=O)Nc1ccccc1,13
COC(=O)C1=C(C)NC2=C(C(=O)CC(c3cccs3)C2)C1c1cc(OC)c(OC)c(OC)c1 (centres undefined),-4
Cc1ccc(C(=O)Nc2ccc(Cl)cn2)cc1[N+](=O)[O-],-7
CCOC(=O)c1c(C)oc2cc(Br)c(OCC)cc12,-19
COc1ccc(C(=O)CN2C3=NCCCN3c3ccccc32)cc1OC,-10
CC(=O)COc1ccc2c(C(F)(F)F)cc(=O)oc2c1,-4
CCCCOc1ccc(-c2nc(-c3ccccc3Cl)no2)cc1,34
COc1ccc(C2SCC(=O)N2CCN2CCCCC2)cc1 (centres undefined),0

# Continuation.
SMILES,VHR inh color
Cc1ccc(CC2CC(=O)N(CCc3ccc4c(c3)OCO4)C2=O)cc1 (centres undefined),-28
Cc1cc(NC(=O)c2cc(-c3ccc(C(C)C)cc3)nc3ccccc23)no1,2
Cc1cc(C)cc(OCC(=O)NCC(C)CN(C)C)c1 (centres undefined),-28
O=C(Nc1ccc2nn(-c3ccc(F)cc3)nc2c1)c1cccc(Br)c1,22
COc1ccc(N(CC(=O)Nc2cc(C)ccc2C)S(C)(=O)=O)cc1,-11
O=[N+]([O-])c1ccc(S(=O)(=O)N2CCCCCC2)cc1,-18
NC(=O)c1cc2nc(-c3ccco3)cc(C(F)(F)F)n2n1,-23
CCn1c2ccccc2c2cc(NC(=O)c3cccnc3)ccc21,-13
Cc1csc(-c2cc3ccc(OCc4c(F)c(F)c(F)c(F)c4F)cc3oc2=O)n1,-15
CCOc1ccc2c(=O)c(Oc3ccc(OC)cc3)c(C(F)(F)F)oc2c1,-11

# Another view of some results above.
mol	VHR inh color
Cc1cc(C)cc(OCC(=O)NCC(C)CN(C)C)c1 (centres undefined)	-28
O=C(Nc1ccc2nn(-c3ccc(F)cc3)nc2c1)c1cccc(Br)c1	22
COc1ccc(N(CC(=O)Nc2cc(C)ccc2C)S(C)(=O)=O)cc1	-11

# Carrying on:
SMILES,VHR inh color
COc1ccccc1C(=O)Nc1ccc(-c2cc3ccccc3oc2=O)cc1,-7
Cc1cc2nc3s/c(=C/c4ccc(-c5cc([N+](=O)[O-])ccc5Cl)o4)c(=O)n3c2cc1C,-18
COc1ccc(-c2cc(C(=O)Nc3ccccc3F)c3ccccc3n2)c(OC)c1,0
CCCCOc1cccc(C(=O)Nc2ccc(N3CCN(C(C)=O)CC3)cc2)c1,-14
CC(=O)Nc1ccc(/C=N/c2nc3c(C)cc(C)cc3s2)cc1,-2

# Shown tab-delimited: part of the list above
Structure	VHR inh color
COc1cc(/C=C2/SC(=S)N(C)C2=O)ccc1OCCOc1ccc(Br)cc1	-25
CCn1c(SCC(=O)N/N=C/C=C/c2ccccc2)nc2ccccc21	-10
CN1CCN(Cn2c(O)c(N=NC(=O)c3cccnc3)c3ccccc32)CC1	-3
CCn1c(=O)c(-c2nc3ccccc3[nH]2)c(O)c2ccccc21	-16
COc1ccc(OC)c(/C=C2/C=C(c3cccc4ccccc34)OC2=O)c1	-42
